Compound activity deposited in PubChem by National Center for Advancing Translational Sciences (NCATS).
Shiga inhibitor: inhibitors of Shiga toxin in Vero cells; Vero cells, Shiga toxin protein synthesis inhibition reporter; inhibition, % at 38.7 µM; AID 2315; 290,000 tested, 9.2% active; in the data active = inhibition mostly above about 28%, no sharp cut-off; inactive = mostly below about 43%; note: 0% is about no effect
Pf growth 48h: P. falciparum growth inhibition at 48 hours (one generation). P. falciparum luciferase growth in erythrocytes, 48 h. Potency, µM (highest dose often 28.7 µM), for the others: top-dose activity change, negative = inhibition, actives largely listed as inhibitors. 310,000 tested, 5.9% active; note: potency is the fitted concentration of half-maximal effect; % is set by controls: 0 for no effect and ±100 for the full control effect
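Here the parasites carry a stable luciferase gene and grow inside erythrocytes in Albumax-based RPMI medium with compound for one erythrocytic cycle. Activity is scored as loss of luminescent signal.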
CHX counter: affects cycloheximide protein synthesis inhibition readout, counter-screen. cell reporter, cycloheximide protein synthesis inhibition counterscreen. max response, %. 300,000 tested, 12% active. AID 2314; in the data active = max response mostly above about 13%, no sharp cut-off; inactive = mostly below about 14%; note: read at 38.3 µM for the half of the compounds with a filed dose; 0% is about no effect
Pf growth 96h: P. falciparum growth inhibition at 96 hour, primary screen for plastid delayed-death inhibitors | P. falciparum luciferase reporter growth, 96 h | Potency, µM (titrated, usually from 28.7 µM), for inactives: at the top dose activity change, negative = inhibition, actives largely listed as inhibitors | 320,000 tested, 6.9% active | AID 504834; note: potency is the fitted concentration of half-maximal effect; % is set by controls: 0 for no effect and ±100 for the full control effect
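Two parasite generations (96 h, 37 C, 5% CO2) of compound exposure in infected erythrocytes (0.05% parasitemia, 2% hematocrit). Luciferase-reporter P. falciparum; decreased luminescence indicates inhibited growth, aimed at apicoplast-acting delayed death.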
LmPK inh: blocks Leishmania mexicana pyruvate kinase activity. Q27686. purified LmPK, Kinase-Glo ATP luminescence, 1 h. Potency, µM (titrated, usually from 57.5 µM), for the others: at the highest dose activity change, negative = inhibition, hits mostly inhibitors. 290,000 tested, 0.37% active; note: potency is the fitted concentration of half-maximal effect; % is set by controls: 0 for no effect and ±100 for the full control effect
Target sequence (Q27686 whole entry, looked up): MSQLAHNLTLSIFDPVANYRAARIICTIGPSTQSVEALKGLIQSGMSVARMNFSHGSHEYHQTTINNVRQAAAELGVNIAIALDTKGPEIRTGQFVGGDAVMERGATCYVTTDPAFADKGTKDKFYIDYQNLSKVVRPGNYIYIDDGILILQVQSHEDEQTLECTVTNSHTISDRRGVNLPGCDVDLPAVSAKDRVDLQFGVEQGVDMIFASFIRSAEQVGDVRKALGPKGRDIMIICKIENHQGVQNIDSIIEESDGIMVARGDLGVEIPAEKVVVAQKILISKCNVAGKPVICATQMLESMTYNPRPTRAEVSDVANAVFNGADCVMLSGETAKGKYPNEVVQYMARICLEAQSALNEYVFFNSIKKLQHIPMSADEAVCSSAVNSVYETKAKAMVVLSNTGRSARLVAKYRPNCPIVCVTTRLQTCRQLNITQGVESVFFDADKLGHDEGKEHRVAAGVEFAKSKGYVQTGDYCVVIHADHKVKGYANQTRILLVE
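qHTS format; LmPK 0.1 nM; substrates PEP 0.5 mM and ADP 0.1 mM. One-hour room-temperature incubation, then coupled luciferase luminescence; 0.5 nM enzyme wells mark activation.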
TbPYK inhibitor: blocks Trypanosoma brucei pyruvate kinase; Q57TT1; TbPYK enzyme, Kinase-Glo Plus ATP luminescence, 45 min; Potency, µM (highest dose often 76.8 µM), inactives show top-dose activity, negative = inhibition, actives largely listed as inhibitors; 410,000 tested, 0.12% active; note: potency is the fitted concentration of half-maximal effect; % is set by controls: 0 for no effect and ±100 for the full control effect; nearly all actives have a fitted effect of over 50% in size
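Readout: single end-point luminescence (Kinase-Glo Plus, 10 min). Reaction conditions were TbPYK/substrate plus 130 uM ADP, 45 min at RT, pH 7.2 TEA buffer. No-enzyme wells served as controls, and data were normalized before concentration-response fitting.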
HCV inhibitor: inhibitors of hepatitis C virus infection | Potency, µM (top dose mostly 41.8 µM), for inactives: at the highest dose activity change, negative = inhibition, most hits filed as inhibitors | 340,000 tested, 3.4% active | Huh7.5.1 HCVcc-Cre infection, luciferase reporter, 44 h; note: potency is the fitted concentration of half-maximal effect; % is set by controls: 0 for no effect and ±100 for the full control effect
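Reporter virus HCVcc-Cre (~0.5 moi) infects cells exposed to compound; seeding density 1,000 cells/well with 4 h settling beforehand. Luminescence, 15 sec read, taken 44 h post-infection following a 15 min RT substrate incubation.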
Active calls of the source: *; i = inactive; ? = inconclusive; . = not tested or not shown; & = joins results of further samples; [ ] = another dose, or the depositor's remark. Unless noted, calls come from the whole dose curve; as a rule, active = well fitted curve in the direction sought with a large enough effect; inconclusive = small, poorly fitted or top-dose-only effect, or another doubt; inactive = no such curve, though single readings can be large; an effect the other way counts as inactive or inconclusive.

Below each SMILES – Shiga inhibitor, Pf growth 48h, CHX counter, Pf growth 96h, LmPK inh, TbPYK inhibitor, HCV inhibitor
> S=C1N(c2ccccc2)C(c2ccc(Br)cc2)N2CCCN12 (configuration not stated)
 : 7.1, ?, 1.3, ?, 5.0%, 1.2%, 11.3%
> O=C(NNC(=O)C1CCN(S(=O)(=O)c2ccc(Cl)cc2)CC1)c1ccccc1O
 : ., -3.3%, ., -1.3%, ., 2.1%, ?
> C=CCn1c(=O)c2c3c(sc2n2c(Nc4ccccc4)nnc12)CCCC3
 : -20.9, ., -3.4, ?, -1.5%, 2.7%, ?
> CCCC(=O)Nc1cc(C(=O)O)ccc1Sc1ccc(C)cc1
 : -9.0, 14.8%, -1.3, 2.0%, 9.8%, -6.1%, 23.3%
> CCc1ccc(S(=O)(=O)NC(=S)NC2CCCCC2)cc1
 : -8.3, 30.9%[activator], -1.7, ?, 1.0%, 0.7%, 16.1%
> CC(Oc1ccc(-c2ccccc2)c(F)c1)c1ccn(S(=O)(=O)c2ccc(Br)cc2)n1 (configuration not stated)
 : 22.6, ?, -2.3, 10.4µM*, 1.4%, 1.6%, ?
> CC(C)(C)OC(=O)N1CCC[C@H]1c1nnc(SCc2ccccc2F)o1
 : 6.0, ?, 15.0, ?, -3.8%, -11.2%, 1.8%
> COc1ccc(OCCSc2nnc(-c3ccc(OC)cc3)n2N)cc1
 : -3.0, ., 5.1, -29.1%, 2.8%, 2.8%, -6.2%
> CCOCCCNC(=O)c1ccc(OC2CCN(C(C)=O)CC2)c(OC)c1
 : 3.7, ?, -2.1, 21.0%, 0.3%, -2.0%, 7.3%
> Clc1ccc(-c2nc3ccc(Cl)cn3c2CN2CCCCC2)cc1
 : 32.0, 9.0%, 17.1, ?, -4.5%, -1.3%, ?
> Cn1ncc(Cl)c1C(=O)Nc1ccncc1
 : -3.4, -15.6%, -1.1, ?, 4.6%, 2.4%, -2.3%
> CN1CCN(CCOc2cccc(Cl)c2)CC1
 : 8.2, 67.9%[activator], 7.7, 10.4µM*, -5.9%, -5.5%, -19.0%
> C=CCn1c(SCn2nnc3ccccc3c2=O)nc2scc(-c3cccs3)c2c1=O
 : 12.0, 13.8%, 6.9, 2.94µM*, -1.0%, 1.0%, -21.5%
> CCCCC1S/C(=N/N=C/c2ccc(OC)cc2)N(Cc2ccc(OC)cc2)C1=O (configuration not stated)
 : -19.3, ?, -2.3, ?, 3.4%, 3.0%, -0.9%
> CCN1C(=O)[C@H]2[C@@H](c3ccc(C)cc3)N3C(=O)N(c4cccc(Cl)c4)C(=O)[C@@]3(CC(C)C)[C@H]2C1=O
 : ., ?, ., 8.28µM*, ., -0.3%, -17.1%
> Cc1ccnc(NC(=O)C2CCN(S(=O)(=O)c3ccc4c(c3)CC(C)N4C(=O)C3CCC3)CC2)c1 (configuration not stated)
 : 10.9, 10.4µM*, 13.0, ?, -3.0%, -1.0%, ?
> Cn1c(SCC(=O)Nc2ccc(NC(=O)c3cccc(F)c3)cc2)nnc1-c1ccncc1
 : 23.6, -1.1%, -2.9, 15.8%, 1.2%, -1.3%, -15.0%
> CCN(CC)c1cccc(OC(=O)c2cccnc2Cl)c1
 : 23.5, 24.7%, 13.6, 8.2%, -6.1%, 0.4%, 1.0%
> CCN(c1ccccc1)S(=O)(=O)c1cc(NC(=O)COC(=O)C2CC2)ccc1Cl
 : -26.7, ?, -8.2, ?, 1.3%, -13.7%, -20.2%
> COC(=O)COc1ccc2cc(-c3ccccc3)c(=O)oc2c1
 : -2.8, ?, -3.0, 42.8%[activator], -0.5%, -6.6%, 16.6%
> CCCCc1c(C)nc2ccccc2c1SCCC(=O)O
 : 18.0, ?, 3.4, 15.5%, -0.7%, -2.4%, -7.6%
> c1ccc(CCNC2=NCCCS2)cc1
 : -0.4, ?, 4.2, ?, -2.5%, -5.3%, 11.7%
> COCCn1c(=NC(=O)/C=C/c2cccs2)sc2cc(NC(C)=O)ccc21
 : -12.1, ?, -0.5, 8.28µM*, 2.6%, -12.0%, -43.8%
> COc1ccc(C2CC(c3ccccc3)=NN2C(=O)COC(=O)c2cc(S(=O)(=O)N3CCOCC3)ccc2Cl)cc1 (configuration not stated)
 : 14.1, ?, 1.7, ?, 1.8%, -1.3%, -0.9%&-4.9%
> CC(=O)CCc1c(C)[nH]c2ccccc2c1=O
 : -10.0, -20.4%, -1.6, ., 2.1%, -0.1%, 5.4%
> CC(=O)Nc1ccc(NC(=O)c2ccc(N(C)S(=O)(=O)c3ccc(C)cc3)cc2)cc1
 : -31.4, 0.8%, -1.4, 10.4µM*, -6.8%, -0.6%, -12.8%
> O=C(OCc1ccccn1)C1CCN(C(=O)c2ccc(Cl)cc2)CC1
 : ., ?, ., 9.6%, ., -7.3%, 34.7%[activator]
> COc1ccc(NC(=O)CCN2CCN(S(=O)(=O)c3cc(Cl)ccc3Cl)CC2)cc1
 : -12.9, ?, -1.4, ., 2.8%, -5.2%, ?
> CN(CCc1ccccn1)C(=S)Nc1ccc(Cl)cc1Cl
 : 17.4, -18.2%, 24.7, ?, 2.1%, -2.4%, -4.5%
> O=C(c1cccc(-n2cccc2)c1)N1CCN(S(=O)(=O)c2c(F)cccc2F)CC1
 : -7.8, 32.9%, 0.9, 63.5%[activator], -1.5%, 5.5%, -9.2%
> COc1ccc(C(=O)Nc2ccc(NC(=O)c3ccccc3OC)nc2)cc1
 : 7.8, -1.5%, 5.9, 27.7%, 0.4%, 2.3%, ?
> C[C@H](NC(=O)OC(C)(C)C)c1nnc(SCC(=O)Nc2cccc(Cl)c2)o1
 : 1.9, 22.8%, -1.8, 26.3%, 6.7%, -0.6%, 0.8%
> COc1ccc(N2CCN(C(CNC(=O)C(=O)NCCCn3ccnc3)c3cccnc3)CC2)cc1 (configuration not stated)
 : -7.5, 0.6%, -4.0, -1.7%, -5.0%[11.5 µM], 5.4%, 27.2%
> CN(C)Cc1nc2ccccc2c(=O)n1Cc1nc(-c2cc3ccccc3o2)cs1
 : -4.4, ?, -3.3, ?, 2.6%, -2.5%, ?
> CN(C)N1C(N)=C(C#N)C(c2ccc(F)cc2)C2=C1CC(C)(C)CC2=O (configuration not stated)
 : -4.2, -21.3%, -2.6, 41.0%[activator], -3.6%, -1.8%, 10.7%
> O=C(CSc1ccccn1)c1ccc(F)cc1
 : 58.3*, ., 34.3*, -16.8%, 9.2%, -26.4%, 3.4%
> COC(=O)CSc1nc2ccc(C)cc2cc1C#N
 : 149.2*, i, 36.4*, -19.9%, 14.0%, 2.3%, -14.0%
> CCOC(=O)c1ccc2c(c1)NCc1cccc(OC)c1O2
 : 99.4*, 151.0%[activator], 52.7*, 246.5%[activator], 2.2%, 0.8%, -27.5%
> CC1=CC(C)(C)N(C(=O)c2ccccc2)c2ccccc21
 : -10.8, ., -1.9, 10.2%, 4.6%, -3.1%, -1.5%
> CCc1ccc(OCc2nc(-c3ccccn3)no2)c(Br)c1
 : 23.8, 88.8%[activator], 29.0*, 4.1%, ?, -0.6%, ?
> CC(=O)N(/N=C1\Sc2ccccc2C1=O)c1ccc(C)cc1C
 : 121.2*, -17.2%, 59.4*, ., 2.1%, -9.3%, 4.3%
> COC(=O)Cc1ccc(NC(=S)NCc2ccc(OC)cc2)cc1
 : 16.0, 6.5%, 5.9, 26.4%, -0.2%, -3.8%, -14.9%
> Cc1ccc(CN2CC(C(=O)N3CCN(S(=O)(=O)c4ccc(C(C)C)cc4)CC3)CC2=O)cc1 (configuration not stated)
 : ., ?, ., -4.2%, ., -1.4%, 5.1%
> Cc1ccc(/C=N/NC(=O)Cn2nc(C)c([N+](=O)[O-])c2C)o1
 : -3.7, 0.0%, 5.4, 0.0%, 1.0%, -9.9%, -7.0%
> COc1cc(CN2CCCC(C(=O)c3ccccc3SC)C2)cc(OC)c1 (configuration not stated)
 : -9.5, 0.0%, -5.7, 11.7µM*, 3.0%, 3.2%, 11.2µM*

Next part; it opens with the 3 that closed the last part.
Below each SMILES – Shiga inhibitor, Pf growth 48h, CHX counter, Pf growth 96h, LmPK inh, TbPYK inhibitor, HCV inhibitor
> Cc1ccc(CN2CC(C(=O)N3CCN(S(=O)(=O)c4ccc(C(C)C)cc4)CC3)CC2=O)cc1 (configuration not stated)
 : ., ?, ., -4.2%, ., -1.4%, 5.1%
> Cc1ccc(/C=N/NC(=O)Cn2nc(C)c([N+](=O)[O-])c2C)o1
 : -3.7, 0.0%, 5.4, 0.0%, 1.0%, -9.9%, -7.0%
> COc1cc(CN2CCCC(C(=O)c3ccccc3SC)C2)cc(OC)c1 (configuration not stated)
 : -9.5, 0.0%, -5.7, 11.7µM*, 3.0%, 3.2%, 11.2µM*
> NCCOc1ccccc1OCCN
 : -10.7, ?, -9.3, 128.3%[activator], 4.1%, 2.2%, -5.1%
> COc1ccc(C(=O)Nc2ccccc2C(=O)N/N=C/c2ccccc2OC)cc1
 : 89.2*, -6.5%, 17.9, -12.8%, ?, ?, 4.8%
> COc1ccc(CCNC[C@@H](O)c2ccc(O)cc2)cc1OC
 : ., -8.9%, ., -35.9%, ., 8.7%, .
> Cc1c(N2C(=O)/C(=C3/C(=O)N(C)c4ccccc43)SC2=S)c(=O)n(-c2ccccc2)n1C
 : -13.8, 12.2%, -4.4, 32.6%[activator], -7.4%, -8.9%, -4.8%
> CCc1nnc(NC(=O)CSc2nc(C)cc(C)c2C#N)s1
 : 40.0, 114.8%[activator][5.75 µM], 15.3*, 15.8%, 2.2%, -0.6%, -2.1%
> Cc1cc(=O)[nH]c(Nc2ccc(N(C)C)cc2)n1
 : -1.3, 23.3%, 0.6, -48.6%, -3.1%, 2.8%, 5.2%
> Cc1cccc(S(=O)(=O)Nc2cccc3c2C(=O)c2ccccc2-3)c1
 : 11.3, -6.2%, -0.6, 30.2%[activator], 0.9%, -4.1%, -29.8%
> Cc1ccc(S(=O)(=O)NCCC(=O)Nc2cc(S(=O)(=O)N(C)C)ccc2C)cc1C
 : -6.2, -15.6%, 4.0, 2.5%, 0.0%, 3.7%, -5.2%
> CN1C[C@@H]2C(c3ccccc3)C3(c4ccccc4)CC2(C3)[C@H]1c1ccccc1 (some centres not stated)
 : -9.8, ?, -2.0, ?, -6.0%, 0.1%, -6.6%
> O=C(c1ccccc1[N+](=O)[O-])N1CCN(c2ccc(N3CCOCC3)nn2)CC1
 : ., -16.7%, ., -5.2%, ., 2.9%, -10.8%
> O=C(NCCc1ccc2c(c1)OCCO2)c1cccc(S(=O)(=O)N2CCCC2)c1
 : ., ?, ., ?, ., 1.9%, ?
> O=C(CCS(=O)(=O)c1ccccc1)Nc1nc(-c2cccs2)cs1
 : 12.9, 5.4%, 10.3, -56.1%, -1.2%, -0.7%, 0.5%[8.37 µM]
> Cn1c(=O)c2c(ncn2CC(=O)Nc2ccc(N3CCOCC3)cc2)n(C)c1=O
 : -5.6, 3.2%, -3.8, 7.0%, -5.7%, 2.2%, 23.3%
